High-throughput results deposited in PubChem BioAssay by several laboratories.
APP 5'UTR act: APP 5'UTR luciferase reporter activation | SH-SY5Y APP 5'UTR luciferase reporter, luminescence; zero percent = DMSO vehicle wells | activation, % at 2 µM | 1% of 190,000 active;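 active = activation above a set limit, based on mean plus 3 SD of controls, cut at about 140% in these data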; note: values of inactives mirror those of a sister screen read the other way
NF-kB neuron act: NF-kB expression increase, human neuronal cells | NF-kB reporter expression; stronger effect = higher value | fold change at 12.5 µM | 1.6% of 190,000 active; in the data active = fold change above about 3.3
FLuc act counter: affects firefly luciferase, flagging false hits in luciferase stimulation screens; 200,000 tested, under 10 active; activation factor at 10 µM; ATPlite luciferase biochemical, luminescence, 10 min; 0 = ATP-free wells, 1 = DMSO control; P08659;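 active = luciferase activation factor, scaled between plate controls, of at least 2 with compound at 10 µM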
Target sequence (P08659 whole entry, looked up): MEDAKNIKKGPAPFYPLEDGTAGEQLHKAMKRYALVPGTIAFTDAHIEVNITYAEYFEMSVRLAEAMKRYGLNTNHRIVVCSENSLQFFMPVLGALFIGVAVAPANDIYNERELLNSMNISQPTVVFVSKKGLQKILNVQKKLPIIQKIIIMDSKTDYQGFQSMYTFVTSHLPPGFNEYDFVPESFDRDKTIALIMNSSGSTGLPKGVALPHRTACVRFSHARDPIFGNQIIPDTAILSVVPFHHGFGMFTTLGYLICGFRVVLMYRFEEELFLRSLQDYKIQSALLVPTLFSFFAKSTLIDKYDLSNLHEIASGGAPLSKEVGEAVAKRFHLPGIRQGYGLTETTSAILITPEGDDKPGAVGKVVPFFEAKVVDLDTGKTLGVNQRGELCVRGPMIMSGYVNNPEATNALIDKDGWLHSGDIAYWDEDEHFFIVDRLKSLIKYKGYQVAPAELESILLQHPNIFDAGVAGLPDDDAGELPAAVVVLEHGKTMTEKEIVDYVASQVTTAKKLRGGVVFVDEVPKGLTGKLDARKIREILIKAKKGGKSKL
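System: Luciferase/luciferin detection reagent, cell-free biochemical luciferase assay | Medium: PBS buffer for ATP | Dosing: Test compounds dosed from 2 mM stocks in 100% DMSO | Timing: 10 min at ambient temperature | Signal: Luminescence measurement of luciferase light output | Evaluation: Luciferase activation, seen as luminescence increase over controls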
APP transl inh: APP translation inhibition | 0.82% of 190,000 active | SH-SY5Y APP 5'UTR-luciferase reporter, luminescence | AID 1285 | inhibition, % at 2 µM;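 active = inhibition above a set limit, derived from the sample mean plus 3 SD, cut at about 45% in these data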; note: values of inactives mirror those of a sister screen read the other way
STAT1 blocker: inhibitors of IFN-gamma induced STAT1 signaling; NIH 3T3 STAT1-luciferase reporter, luminescence; inhibition, % at 5.5 µM; 0.35% of 200,000 active; AID 920;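 active = inhibition above a set limit, the mean inhibition across all tested compounds plus 3 SD, cut at about 34% in these data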;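 note: 0% = IFN-gamma with DMSO and 100% = IFN-gamma with 300 µM nifuroxazide; values of inactives mirror those of a sister screen read the other way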
STAT3 blocker: STAT3 signaling inhibition | U3A cells, IL-6 STAT3-luciferase reporter, luminescence; host cell line lacks STAT1 | inhibition, % at 5.5 µM | 0.89% of 190,000 active | AID 862;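 active = inhibition above the mean inhibition across all screened compounds plus 3 SD, cut at about 44% in these data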;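 note: 0% = DMSO only wells and 100% = 100 µM nifuroxazide control wells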
STAT1 act: activators of IFN-gamma induced STAT1 signaling; activation (% of control), % at 5.5 µM; NIH 3T3 STAT1-luciferase reporter, luminescence; 100% = IFN-gamma alone, no compound; 2.6% of 200,000 active; AID 932;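 active = activation above the screen-wide mean activation plus 3 SD, cut at about 130% in these data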;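 note: raw ratio to IFN-gamma control signal so 100% means no change and 0% no light; values of inactives mirror those of a sister screen read the other way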
FLuc inhib CS: counter-screen for luciferase assay inhibitors: firefly luciferase inhibition | P08659 | ATPLite firefly luciferase biochemical luminescence, 10 min | inhibition, % at 10 µM | 1.5% of 200,000 active;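 active = inhibition above about 50% when tested at 10 µM, limit read from the data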
ROMK mod: human ROMK K+ channel modulation, primary screen; 2% of 130,000 active; P48048; AID 1918; B-score at 10 µM; Tet-inducible ROMK, thallium flux fluorescence; actives lie on both sides;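 active = signal ratio slope over the read window, or its plate-corrected B-score, at least 3 SD from the plate mean, either direction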;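 note: B-score of the F/F0 ratio slope over 7 to 12 s after thallium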
Target sequence (P48048 whole entry, looked up): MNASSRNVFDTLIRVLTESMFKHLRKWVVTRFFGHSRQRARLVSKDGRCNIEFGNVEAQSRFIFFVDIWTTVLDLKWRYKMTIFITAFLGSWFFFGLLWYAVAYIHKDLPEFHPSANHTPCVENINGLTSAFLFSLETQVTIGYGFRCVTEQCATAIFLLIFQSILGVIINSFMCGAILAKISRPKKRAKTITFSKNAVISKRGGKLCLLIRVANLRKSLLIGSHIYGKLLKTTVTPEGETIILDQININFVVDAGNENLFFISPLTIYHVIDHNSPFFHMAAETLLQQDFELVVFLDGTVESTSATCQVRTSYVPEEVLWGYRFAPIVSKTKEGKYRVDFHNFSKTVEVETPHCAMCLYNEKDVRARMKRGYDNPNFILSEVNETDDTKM
STAT3 act: STAT3 signaling activation; U3A cells, IL-6 STAT3-luciferase reporter, luminescence; 100% = signal with IL-6 EC80 alone; activation (% of control), % at 5.6 µM; 0.91% of 190,000 active; AID 871;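 active = activation above the screen-wide mean of compound activation plus 3 SD, cut at about 130% in these data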;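 note: 0% = background luminescence of wells with medium and substrate only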
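Test system: Human STAT1-deficient U3A cells with stable STAT3-luciferase reporter | Also added: Interleukin-6, 33 ng/mL | Timing: Compound pre-incubation 1 h before IL-6, then 6 h stimulation at 37 °C | Technique: Luciferase reporter luminescence | Read-out: Percent of IL-6-only median luminescence | Benchmarks: IL-6-only wells as 100% reference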
Active calls of the source: *; nt = no result given.

Molecule,APP transl inh,STAT3 blocker,ROMK mod,FLuc inhib CS,FLuc act counter,STAT1 blocker,STAT3 act,NF-kB neuron act,STAT1 act,APP 5'UTR act
CCN(C(=O)CN(C)Cc1cccc(Cl)c1Cl)c1c(N)n(Cc2ccccc2)c(=O)[nH]c1=O,12,-3,nt,-3,1,8,99,0.91,93,-12
COc1ccccc1N=c1oc2cc(O)ccc2cc1C(=O)NCC1CCCO1 (configuration not stated),-6,25,-0.76,-4,1,0,84,0.93,100,6
Cc1ccc(C(C(=O)NC2CCCC2)N(Cc2cccs2)C(=O)CNC(=O)c2cccs2)o1 (configuration not stated),7,10,nt,-4,1,-1,96,0.43,101,-7
Cc1c(C(=O)NN)sc(-c2ccccc2)c1C#N,2,9,-0.55,-6,1.1,-9,103,1.4,107,-2
COc1cccc(Cn2nnc(C(=O)NCc3ccc4c(c3)OCO4)c2N)c1,-4,14,0.38,-2,1,7,97,1.1,93,4
COC(=O)c1cccc(CSc2nc3ccccc3[nH]2)c1,-105,18,-2.5,60*,0.4,-12,88,2.1,110,105
Cc1cc(=O)n(C)c(=O)n1CCCCOc1cccc([N+](=O)[O-])c1,-4,-6,0.0075,-7,1.1,-5,102,1,104,4
CCc1ccccc1OCC(=O)NC1CCCC1,17,1,nt,-10,1.1,2,103,1.2,98,-17
COc1ccc(N=c2cc(-c3ccc(OC)cc3)oc3ccccc23)cc1,3,16,0.62,-9,1.1,-15,89,0.84,114,-3
CCCN1C(=O)SC(CC(=O)Nc2ccc(Br)cc2)C1=O (configuration not stated),20,11,nt,-6,1.1,7,94,1.1,93,-20
Cc1ccc([N+](=O)[O-])cc1NC(=O)CCCOc1ccccc1,6,22,nt,-6,1.1,13,90,1.5,88,-6
CC(=O)Nc1ccc(C2NC(=O)c3ccccc3O2)cc1 (configuration not stated),1,-3,0.42,-6,1.1,-6,105,1.1,106,-1
CC(=O)Nc1cc([N+](=O)[O-])ccc1N1CCOCC1,1,5,-0.38,-3,1,2,102,0.84,97,-1
COc1ccc(Nc2nc(Nc3ccc(OC)cc3)nc(SC3=NCCS3)n2)cc1,6,20,0.077,-6,1.1,8,87,0.53,93,-6
COc1ccc(CCn2c(=O)c3cccnc3n(Cc3cccc([N+](=O)[O-])c3)c2=O)cc1OC,-12,4,0.49,5,1,3,98,0.61,97,12
CCSC(=S)Nc1c(C)n(C)n(-c2ccccc2)c1=O,-1,0,0.3,-5,1,3,104,1.5,94,1
Cc1nn(C)c(Cl)c1CN1CCC(CO)(CC2CCCCO2)CC1 (configuration not stated),3,0,0.51,-6,1.1,0,106,1.3,100,-3
COc1cc2c(cc1OC)C(C)N(C(=O)c1cccc([N+](=O)[O-])c1)CC2 (configuration not stated),9,5,-1.7,-5,1,-1,99,1,100,-9
COCC(C)n1c(C)cc(C(=O)COC(=O)c2n[nH]c3ccccc23)c1C (configuration not stated),-143,20,1.1,76*,0.2,-17,87,0.7,116,143*
O=C(O)c1ccc(NC(=O)C2CCCCC2)cc1,-12,9,nt,-5,1,1,96,1,99,12

More entries.
Molecule,APP transl inh,STAT3 blocker,ROMK mod,FLuc inhib CS,FLuc act counter,STAT1 blocker,STAT3 act,NF-kB neuron act,STAT1 act,APP 5'UTR act
Cc1cccc(-n2cc(CN3CCN(Cc4nccn4C)CC3)c(-c3cccc(F)c3)n2)c1,-22,2,-0.12,-7,1.1,-8,104,0.84,106,22
O=C(CN1C(=O)c2cccc3cccc(c23)C1=O)N1CCCCC1,-4,33,nt,-8,1.1,12,74,1,89,4
Cc1ccc(/C=C/C(=O)N2CCN(Cc3ccccc3)CC2)o1,-2,-2,nt,-4,1,-4,104,1,104,2
Cc1nc2sc3c(c2c(=N)n1N)CCCC3,-22,3,-0.21,2,1,-5,102,1.1,102,23
CCOC(=O)c1ccc2c(c1)n(CCO)c(C)[n+]2CC,7,10,nt,-5,1,3,95,1.8,97,-7
N#CCCN/N=C(/Cc1nc2ccccc2[nH]1)c1cccc(Cl)c1,-22,-39,1.4,3,1,2,133,0.77,98,22
Cc1ccc(CSCc2nc3ccccc3[nH]2)cc1,-16,11,0.011,-3,1,-4,98,1.4,102,16
CCc1ccc2[nH]c(=O)c(CN(CCCN3CCOCC3)C(=O)Nc3ccc(F)cc3)cc2c1,-15,-13,-0.8,-2,1,-3,113,0.5,102,15
CCCC(=O)NC(Nc1c(C)n(C)n(-c2ccccc2)c1=O)C(Cl)(Cl)Cl (configuration not stated),-8,6,-0.06,-4,1,1,101,1.2,98,8
COc1cc(CC(=O)Nc2sccc2C(N)=O)cc(OC)c1OC,-6,9,nt,-3,1,15,96,1.2,86,6
COC(=O)c1c(NC(=O)CSc2nnnn2-c2ccccc2)sc2c1CCCC2,-8,10,-0.29,-7,1.1,5,97,1.2,96,8
Cc1sc(/C=C2\C(=O)ON=C2c2ccccc2)cc1Br,1,-2,0.29,10,0.9,-3,100,1.3,103,-1
Cc1ccc(C2(CCNCc3ccc(N(C)C)cc3)CCOC(C(C)C)C2)cc1 (configuration not stated),10,4,-1,-11,1.1,-3,101,0.91,100,-10
CN(C)c1ccc(N=Cc2nc(-c3ccccc3)oc2O)cc1,-26,18,-2.2,-4,1,-11,88,1.7,110,26
NC(=O)Cn1nc([N+](=O)[O-])nc1Oc1ccc(Br)cc1,-15,10,-0.041,0,1,-4,94,0.99,102,15
Cc1ccc(/C=N/n2c(C)nnc2C)o1,-18,-6,nt,-4,1,-8,101,1.1,107,18
COc1ccc(CN2C(=O)C(=O)N(CC(N)=O)C2=O)cc1,1,10,-0.011,-2,1,-3,102,1.3,102,-1
C#CCOCCOCCOCCNc1nc(N2CCN(C(=O)[C@H](CCC(=O)O)n3cc(C(N)CO)nn3)CC2)nc(N2CCN(C(=O)[C@H](CCC(=O)O)n3cc(C(N)[C@H](C)CC)nn3)CC2)n1 (some centres not stated),0,nt,nt,0,1,-7,nt,1.1,108,0
CC(C)Cc1nc(N2CCCCC2)c(C#N)c2c1CCC2,17,-4,-0.15,-10,1.1,1,106,1.4,99,-17
CC(C)=CC(=O)Nc1ccc(Br)cc1,-123,14,nt,17,0.8,-59,91,5.6*,154*,123

Two successive compounds out of the list so far, for reference:
Molecule,APP transl inh,STAT3 blocker,ROMK mod,FLuc inhib CS,FLuc act counter,STAT1 blocker,STAT3 act,NF-kB neuron act,STAT1 act,APP 5'UTR act
Cc1ccc(CSCc2nc3ccccc3[nH]2)cc1,-16,11,0.011,-3,1,-4,98,1.4,102,16
CCc1ccc2[nH]c(=O)c(CN(CCCN3CCOCC3)C(=O)Nc3ccc(F)cc3)cc2c1,-15,-13,-0.8,-2,1,-3,113,0.5,102,15

More results follow.
Molecule,APP transl inh,STAT3 blocker,ROMK mod,FLuc inhib CS,FLuc act counter,STAT1 blocker,STAT3 act,NF-kB neuron act,STAT1 act,APP 5'UTR act
COC(=O)CCN(C(=O)c1ccc(OC(C)=O)cc1)c1ccccn1,-6,11,nt,-6,1.1,8,94,1,93,6
O=C(CSCc1ccc(Cl)cc1)N1CCN(Cc2ccc3c(c2)OCO3)CC1,0,1,nt,-1,1,7,100,1.6,93,0
CC(C)(C)NC(=O)N1CCCC(C(=O)c2cccc(Cl)c2)C1 (configuration not stated),0,10,nt,-3,1,-1,96,0.97,99,0
COc1ccccc1-c1ccc(=O)n(CC(=O)NCc2ccco2)n1,-18,9,-0.95,0,1,6,102,1.1,94,18
CC(C)C(=O)Nc1ccc(C(=O)NNC(=O)CCCOc2ccc(Cl)cc2Cl)cc1,-14,5,0.00081,-7,1.1,-4,102,1.2,104,14
COc1cccc(NC(=O)CCNS(=O)(=O)c2cccc3nsnc23)c1,-6,14,-0.28,-2,1,6,97,0.96,92,6
CCCc1nn(C(=O)c2ccccc2)c2c1C(=O)CC(C)(C)C2,-6,4,-0.15,-5,1.1,-2,102,1.1,102,6
O=C(CSc1ncccn1)NC(=O)NCc1ccccc1,-5,13,nt,-6,1.1,2,95,1,99,5
COC(=O)C1C(c2ccccc2)C(C(=O)N2CCN(C)CC2)C1c1ccccc1 (configuration not stated),10,4,nt,-7,1.1,7,101,0.91,93,-10
COc1cc2c(cc1NC(=O)CN(C)Cc1nc3ccccc3c(=O)[nH]1)oc1ccccc12,6,15,0.12,2,1,-2,91,0.97,101,-6
Cc1ccc(Oc2ccc(NC(=O)CCC(=O)OCC(=O)c3cccs3)cc2)cc1C,-17,-1,nt,1,1,-13,110,1.4,114,17
COc1ccc(OC)c(-c2cc(C(=O)NCc3ccc(Cl)cc3)no2)c1,1,18,2.7,-4,1,-12,91,1.1,109,-1
Cc1sc(NC(=O)c2ccccc2F)c(CN2CCCCC2)c1C,-24,14,-0.73,-1,1,-23,95,1.8,121,24
O=C(Nc1ccccc1)c1ccc(NCc2cccnc2)c(S(=O)(=O)N2CCOCC2)c1,13,4,nt,-7,1.1,8,99,0.97,93,-13
Fc1ccc(C(c2nnnn2C2CCCC2)N2CCc3ccccc32)cc1 (configuration not stated),-5,-6,nt,0,1,4,105,0.99,97,5
CCOC(=O)C1CCN(C(=O)COc2ccc(Br)cc2)CC1,13,3,nt,1,1,1,100,0.86,99,-13
O=C1CC(c2cccc(Cl)c2)Cc2nc(N3CCN(c4ccccc4)CC3)ncc21 (configuration not stated),1,11,nt,-2,1,-1,95,1.2,101,-1
CC(C)NC(=O)c1cccc(Br)c1,2,5,nt,-6,1.1,7,97,1.1,93,-2
COc1ccc(-n2c(SCC(=O)NCC3CCCO3)nc3ccccc32)cc1 (configuration not stated),3,9,-0.74,1,1,5,92,0.87,95,-3
Cc1cc(C)c2nc(NNC(=O)c3cc(=O)c4ccccc4o3)sc2c1,1,nt,nt,16,0.8,-5,nt,1.3,104,-1

Following part
Molecule,APP transl inh,STAT3 blocker,ROMK mod,FLuc inhib CS,FLuc act counter,STAT1 blocker,STAT3 act,NF-kB neuron act,STAT1 act,APP 5'UTR act
CCCCC(=O)Nc1ccccc1Oc1ccccc1,-2,7,-1.7,-1,1,-2,97,1.1,100,2
CC(=O)NCc1ccc(S(=O)(=O)N/N=C/c2ccccc2)cc1,-6,-2,-0.0073,-4,1,-7,100,1.3,106,6
COc1cnc(SCc2ccc(Cl)cc2Cl)nc1Cl,9,6,nt,-4,1,6,101,1.5,94,-9
Cn1c(=O)c2c(nc(NCCCN3CCOCC3)n2Cc2ccc(Cl)c(Cl)c2)n(C)c1=O,0,-2,nt,nt,nt,2,103,nt,98,0
COc1ccc(OCC(=O)NC(=S)Nc2ccccc2F)cc1,-3,-6,nt,-4,1,-3,107,0.99,102,3
Cc1cccc(C)c1N(CC(O)Cn1c2ccccc2c2ccccc21)S(C)(=O)=O (configuration not stated),5,-6,0.027,-6,1.1,-4,105,1,103,-5
NC(=O)C1CCCN(S(=O)(=O)c2ccccc2)C1 (configuration not stated),12,-1,0.031,-6,1.1,1,104,1.1,102,-12
CCCCNC(=O)CCNS(=O)(=O)c1ccc(C)cc1,5,18,1.4,-5,1,-5,90,1.1,105,-5
COC(=O)c1ccc(Nc2cc(C)nc3nc(C)nn23)cc1,2,5,-1,-2,1,4,96,1,97,-2
CCOC(=O)C1CCN(Cc2ccc(F)c(Br)c2)CC1,-1,26,nt,-11,1.1,7,83,1.2,94,1
